OX1R FRET antag = OX1R (human) antagonism. O43613. inhibition, % at 6.6 µM. OX1R-expressing cells, FRET antagonist read-out. hit rate 1.8% among 330,000; in the data active = inhibition mostly above about 38%, no sharp cut-off; inactive = mostly below about 40%;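 also: 0% = agonist challenge alone and 100% = reference antagonist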
Target sequence (O43613 whole entry, looked up): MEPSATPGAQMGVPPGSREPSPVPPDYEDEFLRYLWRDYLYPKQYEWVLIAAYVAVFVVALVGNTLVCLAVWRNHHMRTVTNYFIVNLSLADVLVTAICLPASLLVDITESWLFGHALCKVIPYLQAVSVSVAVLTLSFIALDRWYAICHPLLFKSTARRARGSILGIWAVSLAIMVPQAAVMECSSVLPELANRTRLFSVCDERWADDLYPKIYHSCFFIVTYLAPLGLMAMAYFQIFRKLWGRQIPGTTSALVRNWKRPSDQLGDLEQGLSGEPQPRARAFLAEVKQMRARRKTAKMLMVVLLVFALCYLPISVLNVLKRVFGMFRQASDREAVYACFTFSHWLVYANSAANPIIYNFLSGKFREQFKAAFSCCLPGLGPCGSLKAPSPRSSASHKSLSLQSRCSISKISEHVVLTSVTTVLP
STK33 kinase inh = human STK33 kinase inhibition. Q9BYT3. purified STK33, MBP phosphorylation, ADP-Glo luminescence. inhibition, % at 10 µM. hit rate 0.073% among 320,000. AID 2661;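 active = inhibition at or above 25%, using the most active replicate where run in duplicate; inactive = inhibition below 25%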
Target sequence (Q9BYT3 whole entry, looked up): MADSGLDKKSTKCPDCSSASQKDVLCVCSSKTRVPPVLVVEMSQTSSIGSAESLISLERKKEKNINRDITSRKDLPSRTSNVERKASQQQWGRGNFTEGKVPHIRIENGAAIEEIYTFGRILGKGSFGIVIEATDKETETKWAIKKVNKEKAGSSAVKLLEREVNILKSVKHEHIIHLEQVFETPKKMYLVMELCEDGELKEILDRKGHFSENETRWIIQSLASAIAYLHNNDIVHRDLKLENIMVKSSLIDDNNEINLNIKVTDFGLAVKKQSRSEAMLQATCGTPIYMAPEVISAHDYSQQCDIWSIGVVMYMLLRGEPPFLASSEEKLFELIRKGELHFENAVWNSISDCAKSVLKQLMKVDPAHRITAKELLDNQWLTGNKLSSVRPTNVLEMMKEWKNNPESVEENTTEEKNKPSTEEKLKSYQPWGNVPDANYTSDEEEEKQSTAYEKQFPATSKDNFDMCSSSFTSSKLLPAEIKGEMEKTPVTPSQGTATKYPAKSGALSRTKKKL
An asterisk follows results filed as active; nt = no result given. Compounds as they come, and some 1.8% of all compounds hit somewhere here.

SMILES	OX1R FRET antag	STK33 kinase inh
COc1ccc(-c2c(C)oc3c(CN4CCCCC4C)c(O)ccc3c2=O)cc1 (configuration not stated)	-5	-0.1
CCCN(CCC)CCCOC(=O)c1ccc(Cl)cc1Cl	3	-1.6
CCCc1nc(NCCCOCC)c2nnn(Cc3ccccc3)c2n1	7	-1.3
Cc1cccc2c1-c1sc(C(=O)N3CCCCC3)cc1CO2	21	-0.3
Cc1cc(C2(c3ccc(O)c(C)c3)OC(=O)c3ccccc32)ccc1O	24	0.2
CCc1nc2c(sc3nc4c(cc32)COC(C)(C)C4)c(=O)n1Cc1ccco1	20	7.6
COc1cc(NC(=O)C2=C(N3CCOCC3)/C(=C\c3ccc(N(C)C)cc3)CCC2)cc(OC)c1OC	15	-0.3
OCCCn1c(C2CCCN2c2nc(-c3ccc(Cl)cc3)cs2)nc2cc(C(F)(F)F)ccc21 (configuration not stated)	23	-2.3
O=C(O)c1ccc([N+](=O)[O-])c2c1C(=O)c1ccccc1C2=O	101*	-0.7
CC(=O)Nc1ccc(CN2CCCC(C(=O)c3ccc(C(F)(F)F)cc3)C2)cc1 (configuration not stated)	7	-1.7
Nc1nonc1-c1nc2ccccc2n1CC(=O)Nc1ccccc1	7	-0.2
C=CCN(C(=O)c1cccc(S(=O)(=O)N2CCN(C)CC2)c1)c1nc(-c2ccccc2)cs1	20	-0.9
COC(=O)C1=CN(C(C)C)C=C(C(=O)OC)C1c1cc2c(cc1Br)OCO2	3	-2.3
COc1cc(/C=N/N(CCO)C2=NS(=O)(=O)c3ccccc32)cc(OC)c1OC	13	0.3
O=C(c1ccccc1F)N1CCN(c2cnn(-c3cccc(Cl)c3)c(=O)c2Cl)CC1	13	1.4
Cc1occc1-c1nnc(SCC(=O)Nc2nc(C(C)(C)C)cs2)o1	25	-0.4
O=C(Nc1nc2c(Br)cccc2s1)C1CC1	25	0.9
CCCCCCOC(=O)C(C#N)c1nc2ccccc2nc1N1CCN(C)CC1 (configuration not stated)	16	3.2
CC(NC(=O)CS(=O)(=O)c1ccccc1)c1ccccc1 (configuration not stated)	8	-0.6
CCN1CCN(C(=O)c2ccc3c(=O)n(CCc4ccccc4)c(=O)[nH]c3c2)CC1	13	0.2
O=C(OCC(=O)N1CCCC1=O)C1CCN(S(=O)(=O)c2c(Cl)cccc2Cl)CC1	14	-0.9
CNC(=S)NN(c1ccccc1)c1ccccc1	4	-1.8
CN(C(=O)COC(=O)c1cccc(S(=O)(=O)N2CCCCC2)c1)C1CCS(=O)(=O)C1 (configuration not stated)	8	0.8
O=C(CSCc1ccccc1)NC1CCSC1=O (configuration not stated)	7	0.8
Nc1nc(SCc2nc3sc4c(c3c(=O)[nH]2)CCCC4)n[nH]1	13	0.1
CSc1nc2ccc(NC(=O)COc3ccccc3F)cc2s1	6	-1.1
CC1=C(C(=O)Nc2cccc(C(=O)NCc3ccccc3C)c2)SCCO1	25	-1.2
CCC(C)(C#CCN1CCCCC1)OCCC#N (configuration not stated)	6	-0.1
N#CC1=C(N)OC2=C(C(=O)CCC2)C1c1ccccc1 (configuration not stated)	19	-0.3
O=C(CN1C2=NCCCN2c2ccccc21)c1ccc(Br)s1	34	-0.1
COc1ccccc1C(=O)Nc1ccc2c(c1)nc(CCNC(C)=O)n2C	-1	-1.7
CCOc1cccc2sc(N(CCN(C)C)C(=O)/C=C/c3cccs3)nc12	9	-0.6
CCc1cccc(C)c1NC(=O)CCCn1c(=O)c2cccn2c2cccnc21	10	-1.9
CCCCc1nc2cc(C(=O)N3CCCC(OCCC)C3)ccc2o1 (configuration not stated)	11	-0.9
O=C(CSc1nc2c(cnn2-c2ccccc2)c(=O)[nH]1)NC1CCS(=O)(=O)C1 (configuration not stated)	9	-2.2
COc1ccccc1OCCCC(=O)Nc1nnc(C2CCCO2)s1 (configuration not stated)	4	0.0
COc1ccc(NC2CC(=O)N(CCc3ccccc3)C2=O)cc1 (configuration not stated)	14	-2.0
COC(=O)[C@@]12CCCN1[C@H](c1ccc(-c3ccccc3)cc1)[C@H]1C(=O)N(C)C(=O)[C@H]12	13	-0.3
COCCCN(C(=S)Nc1cc(C)cc(C)c1)C(C)c1ccncc1 (configuration not stated)	22	2.0
COc1ccc(C(=O)NC2CCN(CC(=O)Nc3cccc(C)c3)CC2)cc1OC	30	-2.2
O=S(=O)(Nc1ccc(Cc2ccncc2)cc1)c1ccc(Cl)cc1	11	-1.0
O=C(Cn1cnc2c(OCc3ccccc3)ncnc21)NCc1ccccc1	4	-2.8
Cc1ccsc1C(=O)C1CCCN(Cc2cccn2-c2ccc(Cl)cn2)C1 (configuration not stated)	17	-2.0
O=C(OC1CO[C@H]2O[C@@H]1[C@H](OC(=O)c1ccccc1)[C@H]2OC(=O)c1ccccc1)c1ccccc1 (some centres not stated)	2	0.1
CCCCC(CC)CNS(=O)(=O)c1ccc2c(c1)CCN2C(=O)CCC(=O)O (configuration not stated)	6	-0.3
COc1cccc(CNC(=O)CSCc2cnn(-c3ccccc3)c2-n2cccc2)c1	22	-1.6
CCOc1ccc(NC(=O)CCC(=O)N/N=C/c2ccc3c(c2)OCO3)cc1	9	-1.1
COCCNc1oc(/C=C/c2ccc(F)cc2)nc1S(=O)(=O)c1ccccc1	14	-1.8

One compound at a time, from the list above. Order of values: OX1R FRET antag, STK33 kinase inh
CN(C(=O)COC(=O)c1cccc(S(=O)(=O)N2CCCCC2)c1)C1CCS(=O)(=O)C1 (configuration not stated) is listed as 8, 0.8
CNC(=S)NN(c1ccccc1)c1ccccc1 is listed as 4, -1.8

Going on with the list:
SMILES	OX1R FRET antag	STK33 kinase inh
CCn1nc(C(=O)NNC(=O)COc2ccc(OC)cc2)c2ccccc2c1=O	28	1.9
CCCCn1nc(C(=O)N(CC)CC(=O)Nc2c(F)cccc2F)c2ccccc2c1=O	11	-0.3
CCCn1nnnc1NC(=O)COc1ccc(Cl)c(C)c1	14	-1.0
OCCC1CN(Cc2ccc3cc(Cl)ccc3n2)CCN1Cc1ccsc1 (configuration not stated)	15	1.6
CC1CS(=O)(=O)CCN1N=Cc1ccc([N+](=O)[O-])o1 (configuration not stated)	53*	-0.8
CC(C)c1ccc(CNCc2ccccc2)cc1	2	0.0
COc1ccc([C@H]2Oc3cc(O)cc(O)c3C(=O)C2[C@@H]2C(=O)c3c(O)cc(O)cc3O[C@@H]2c2ccc(OC)cc2)cc1 (some centres not stated)	19	0.0
CC1(c2ccc(OCC#N)cc2)C=C(c2ccc(OCC#N)cc2)n2nc(C(F)(F)F)nc2N1 (configuration not stated)	24	15
CN(CC(=O)Nc1cccc(F)c1)C(=O)/C=C/c1ccc2ccccc2n1	10	-2.8
CCOC(=O)c1c(NC(=O)C(C)Sc2cccc[n+]2[O-])sc2c1CCN(Cc1ccccc1)C2 (configuration not stated)	18	-5.7
COc1ccc(CC(=O)Nc2ccccc2NC(=O)Cc2ccc(OC)cc2)cc1	3	-3.4
Cc1ccc(NC(C(N)=O)c2c(C)[nH]c(=O)[nH]c2=O)cc1 (configuration not stated)	16	2.0
COc1cc(/C=N/N2CCN(Cc3ccc(Cl)cc3)CC2)ccc1OC(C)=O	4	1.1
O=C(Cn1cnc2c(OCc3ccccc3)ncnc21)NCC1CCCO1 (configuration not stated)	-7	2.2
Cc1ccc(C(=O)CNc2ccc(C)c(Cl)c2)cc1	36	1.6
COc1ccc(N2CCN(C(c3ccccc3)c3sc4nc(C)nn4c3O)CC2)cc1 (configuration not stated)	20	-1.3
CCCCCCCCNC(=O)/C(C#N)=C/c1ccc(SC)cc1	12	0.5
Cc1[nH][nH]c(=O)c1C(c1c(C)[nH][nH]c1=O)c1cn(Cc2ccc(F)cc2)c2ccccc12	14	0.6
Nc1cccc(Nc2ncnc3ccccc23)c1	6	-0.2
COc1ccccc1NC(=O)Nc1c(C)n(C)n(-c2ccccc2)c1=O	4	-3.9
CCCCn1c(SCC(=O)N(CC)C2CCS(=O)(=O)C2)nnc1C(CC)N(C)C (configuration not stated)	22	1.2
CN=C(Nc1cc(C)nn1-c1ccccc1)c1ccccc1	4	-0.4
CCCCn1c(SCC(=O)Nc2cc(C)on2)nnc1-c1ccco1	12	0.9
COc1ccc(Cl)cc1NC(=O)C1CC(c2ccccc2O)=NO1 (configuration not stated)	11	-0.7
Clc1ccc(OCCCCSc2ncccn2)cc1	4	-3.7
CCOc1ccc(C2/C(=C(\O)c3ccc(OC)c(OC)c3)C(=O)C(=O)N2c2cc(C)on2)cc1OC (configuration not stated)	37	-0.2
Cc1cc(C)n(-c2cccc(C(=O)O)c2)n1	4	-2.5
COc1ccc(S(=O)(=O)Nc2ccc(NC(C)=O)cc2)cc1	5	0.1
COc1ccc(-c2nc(C#N)c(NCCCN(C)C)o2)cc1OC	21	0.0
CC1(C)C(=O)OC(c2ccco2)C(C)(C)C1=O (configuration not stated)	21	-2.8
Cc1csc(N2CCN(c3cc4nc(-c5ccncc5)[nH]c4cc3Cl)CC2)n1	31	2.0
CC(C)n1nnc2ccccc2c1=O	19	-1.8
Cc1cc(NC(=O)c2ccc(NC(=O)C(C)C)cc2)no1	15	0.3
Cc1ccc(OCC(=O)OC(C)CN(C)Cc2ccccc2)cc1 (configuration not stated)	12	0.2
COc1ccc(Oc2ccccc2C=O)cc1	-4	-2.6
Cc1cc(NC(=O)CSCC(=O)N(C)Cc2cccc(Cl)c2)no1	5	3.7
COc1cc(/C=N/NC(=O)C(=O)NCc2ccco2)ccc1O	10	-0.3
CC1CCc2nc(NC(=O)CCSc3ccccc3)sc2C1 (configuration not stated)	9	-0.8
CCN1C(=O)CSc2ccc(C(=O)NC3CCCCC3)cc21	22	-0.8
CC(=O)c1ccc(N(C(=O)CS(=O)CC(=O)Nc2ccc(F)cc2)C(C(=O)NC2CCCCC2)c2cccs2)cc1 (configuration not stated)	17	-1.2
O=C(C1CC=CCC1)N1CCN(C(=O)C2CC=CCC2)CC1 (configuration not stated)	4	1.3
CC1=Nc2ccccc2N=C(NC(=O)CN2CCN(c3ccccc3)CC2)C1c1ccccc1 (configuration not stated)	17	-0.7
COc1ccccc1NC(=O)Cn1c([N+](=O)[O-])cnc1C	2	0.2
CCCC(=O)Nc1ccc2c(c1)Cc1ccccc1-2	8	0.7
CCOc1ccc2nc(SCC(=O)N3c4ccccc4Sc4ccccc43)sc2c1	5	-2.6
c1ccc(COc2ccc3nocc3c2)cc1	32	1.6
CC1(C)CC(=O)c2sc(NC(=O)c3ccccc3)nc2C1	17	0.9
COc1ccc(-c2nc(C#N)c(N3CCC(C)CC3)o2)cc1	2	-0.7
CCN(CC)c1nc(N2CCN(C)CC2)nc2ccccc12	8	-1.3
O=C(Nc1nnc(-c2ccco2)o1)c1ccc(S(=O)(=O)N2CCOCC2)cc1	15	0.0
COc1cc(C)ccc1OCCOCCOc1cc(C)c(C)cc1Br	12	-0.2
O=c1[nH]c(CN2CCOCC2)nc2scc(-c3ccccc3)c12	4	4.6
CCOC(=O)N1CCC(NC(=O)Cn2ncc3ccccc32)CC1	4	-0.3
COc1ccccc1C1C2=C(CC(C)(C)CC2=O)N(CC(=O)O)C2=C1C(=O)CC(C)(C)C2	12	2.5
NC(=O)C1=C[C@H](c2ccc3c(c2)OCO3)C[C@H](OCc2ccc(CO)cc2)O1	4	-1.1
Cc1nnc(N/N=C/c2ccc(-c3ccc(Br)cc3)o2)n1N	40*	-1.0
CCC(COC(=O)c1ccccc1)Oc1cc(NCc2ccccc2)c2ncn(C(C)C)c2c1 (configuration not stated)	24	1.6
COC(=O)c1cccc(N(C(=O)c2ccco2)C(C(=O)NC2CCCC2)c2ccc(N3CCOCC3)cc2)c1 (configuration not stated)	7	-0.1
C[C@@]12C(=O)Nc3ccc(F)cc3C(=O)N1[C@H]1c3cc(Cl)ccc3OC[C@@H]1[C@@H]2c1ccccc1	34	-0.1
CCCCOc1ccc(-c2nnn(CC(=O)NCCc3c[nH]c4ccccc34)n2)cc1	16	0.4
Other structures:
SMILES	OX1R FRET antag	STK33 kinase inh
N#CC1=C(N)OC2=C(C(=O)CCC2)C1c1ccsc1 (configuration not stated)	24	-0.2
O=C(Nc1ccc(OCc2ccccc2)cc1)Nc1ccccc1C(=O)NCCCN1CCOCC1	4	0.0
NC(=O)c1ccc(C2SCC(=O)N2Cc2ccccc2)cc1 (configuration not stated)	17	0.5
CCOC(=O)c1c(NC(=O)CSc2nc3ccccc3o2)sc(C(C)=O)c1C	21	-0.8
c1csc(-c2csc(-c3cccs3)n2)c1	37	-3.0
Cc1csc(OCC(=O)Nc2ccc(C)c(C)c2)n1	11	nt

Some of these compounds in order of count of non-hydrogen atoms, highest first.
SMILES	OX1R FRET antag	STK33 kinase inh
COC(=O)c1cccc(N(C(=O)c2ccco2)C(C(=O)NC2CCCC2)c2ccc(N3CCOCC3)cc2)c1 (configuration not stated)	7	-0.1
O=C(Nc1ccc(OCc2ccccc2)cc1)Nc1ccccc1C(=O)NCCCN1CCOCC1	4	0.0
CCC(COC(=O)c1ccccc1)Oc1cc(NCc2ccccc2)c2ncn(C(C)C)c2c1 (configuration not stated)	24	1.6
C[C@@]12C(=O)Nc3ccc(F)cc3C(=O)N1[C@H]1c3cc(Cl)ccc3OC[C@@H]1[C@@H]2c1ccccc1	34	-0.1
COc1ccccc1C1C2=C(CC(C)(C)CC2=O)N(CC(=O)O)C2=C1C(=O)CC(C)(C)C2	12	2.5
CCCCOc1ccc(-c2nnn(CC(=O)NCCc3c[nH]c4ccccc34)n2)cc1	16	0.4
O=C(Nc1nnc(-c2ccco2)o1)c1ccc(S(=O)(=O)N2CCOCC2)cc1	15	0.0
COc1cc(C)ccc1OCCOCCOc1cc(C)c(C)cc1Br	12	-0.2
CCOC(=O)N1CCC(NC(=O)Cn2ncc3ccccc32)CC1	4	-0.3
O=c1[nH]c(CN2CCOCC2)nc2scc(-c3ccccc3)c12	4	4.6
NC(=O)c1ccc(C2SCC(=O)N2Cc2ccccc2)cc1 (configuration not stated)	17	0.5
Cc1csc(OCC(=O)Nc2ccc(C)c(C)c2)n1	11	nt
c1csc(-c2csc(-c3cccs3)n2)c1	37	-3.0

High-throughput results: PubChem BioAssay, several laboratories
